Source: PubChem BioAssay (several laboratories)
MT stabilizer – stabilizes microtubules in HeLa cells. HeLa tubulin immunostaining HCS, 24 h; share of cells brighter than vehicle mean+2SD. % tubulin-high responders, % at 10 µM. actives 0.83% (n = 200,000);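 active = plate Z-score above 3 for both tubulin-high and condensed-nucleus cell shares, with cell loss under 80%, at 10 µM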;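 also: anti alpha tubulin signal scored within the nucleus-defined area of each cell; some results filed as inactive read as strong as hits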
Ins promoter up – MIN6 insulin promoter up-regulation. MIN6 insulin promoter-GFP reporter, high-content imaging; hits give high values. z-score at 5 µM. actives 0.3% (n = 190,000);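 active = z-score above 3 at 5 µM with at least 500 cells counted in the well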
Yfh1-off respiration – enhancers of respiration in Yfh1-depleted yeast, dose response, Friedreich's ataxia, plus single-dose screen (AID 1465); S. cerevisiae Yfh1-off respiration, WST-1 reduction, 72 h; higher fold induction means a stronger effect; actives 0.074% (n = 220,000); fold induction at 50 µM; hits with a dose series show EC50 in µM;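 active = fold induction of absorbance versus untreated yeast above a set limit, then at least 30% activation at any dose in follow-up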;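 also: activators that raise dye reduction in frataxin-depleted yeast; strong numbers were not always called active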
HIV peptide binding – inhibitors of HIV fusion peptide binding, primary screen, biochemical, uHTS, fluorescence dequenching (AID 1986); cell-free peptide binding, fluorescence dequenching, 30 min; higher % means a stronger effect; actives 0.3% (n = 290,000); one-dose inhibition, % at 20 µM; IC50 in µM for titrated hits; in the data active = inhibition mostly above about 52%, no sharp cut-off; inactive = mostly below about 76%; also: some results filed as inactive read as strong as hits
Autophagy HCS – autophagy modulation, high-content screen; MEF GFP-LC3 puncta imaging; test concentration mostly 10 µM; calls only at 10 µM (by protocol); actives 0.98% (n = 190,000);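 active = percentage of spot-positive cells more than 3 SD above its plate mean, without a fluorescence outlier flag or 80% toxicity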;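 also: spot-positive cell cutoff set from DMSO-treated cells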
bCat nuc transl – modulators of beta-catenin nuclear translocation | HeLa beta-catenin nuclear translocation, immunofluorescence imaging | nuclear translocation activity, % at 5 µM | actives 0.3% (n = 190,000) | AID 1665;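 active = nuclear translocation activity above 50% at 5 µM, with a well cell count of 50 or more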;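 also: per-cell ratio of nuclear to cytoplasmic median beta-catenin stain intensity; plate controls were DMSO negative control for no effect and GSK-3 inhibitor IX positive control for full effect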
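Test system: human HeLa cells, endogenous beta-catenin. Times: 24 h compound exposure, 37°C. Measured by: beta-catenin immunofluorescence imaging with DAPI.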
Dynein cargo inh – dynein cargo transport inhibition. 3617.4 mouse cells, GR-EGFP nuclear translocation imaging; test concentration mostly 20 µM; stimulated with dexamethasone, 1 µM; hits give low values. z-score, hits read low. actives 0.47% (n = 220,000). AID 1381;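 active = plate z-score of nuclear minus cytoplasmic receptor signal below a set negative limit, without overly bright fluorescence or cell loss, cut at about -3.5 in these data, passing the limit was not always enough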;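 also: z-score of nuclear minus cytoplasmic ring GR-EGFP intensity difference per well; some compounds called inactive have numbers as strong as hits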
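Buffer or medium – tet-free medium with charcoal-stripped serum · Signal – automated 10x imaging of fixed Hoechst-stained cells · Also added – dexamethasone agonist, 1.0 µM final, for 30 min · Incubation – induction 48 h, compound 1 h, agonist 30 min · Read-out – GR-EGFP nuclear translocation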
AID2073 – inhibitors of Mint1-CaV2.2 protein interaction, biochemical, HTRF (AID 2073) | HTRF protein-protein interaction, Mint1-CaV2.2; higher % means a stronger effect | inhibition, % at 20 µM, or IC50 in µM where a hit was titrated | actives 0.19% (n = 290,000); in the data active = inhibition mostly above about 51%, no sharp cut-off; also: some results filed as inactive read as strong as hits
WT yeast gro inh – growth inhibition of WT yeast, mitochondrial fusion screen | inhibition, % at 10 µM | mitochondrial fusion phenotypic screen, WT strain | actives 2.1% (n = 190,000) | AID 1362; in the data active = inhibition above about 58%; tested in S. cerevisiae
WT yeast gro inh mutant strain – second read-out of WT yeast gro inh, no call of its own (marks repeat the call); inhibition, %; mitochondrial fusion phenotypic screen, mutant strain inhibition
Dynein cargo inh cytoplasmic EGFP – second read-out of Dynein cargo inh, no call of its own (marks repeat the call); z-score; measured here: cytoplasmic GR-EGFP intensity; hits give high values
Dynein cargo inh nuclear GR-EGFP – also measured in Dynein cargo inh; calls as there; z-score; measured here: nuclear GR-EGFP intensity;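 lower value marks the stronger effect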
Dynein cargo inh cell count – recorded beside Dynein cargo inh, whose call it bears; z-score; measured here: cell count per field
Ins promoter up cell count – further read-out of Ins promoter up, marked with its call; cell count; measured here: cytotoxicity, nuclei count;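 total cells summed across four imaged fields per well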
bCat nuc transl cell count 5 µM – also measured in bCat nuc transl; calls as there; cell count; measured here: cell count, cytotoxicity flag
MT stabilizer Hoechst-high % – second read-out of MT stabilizer, no call of its own (marks repeat the call); % Hoechst-high responders; measured here: nuclear condensation Hoechst responders;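 share of cells brighter than vehicle mean plus two SD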
MT stabilizer cytotoxicity % – further read-out of MT stabilizer, marked with its call; toxicity, %; measured here: cytotoxicity by cell density;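 0% = mean cell density of plate MIN control wells and 100% = no cells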
Autophagy HCS cell loss 18 h – also measured in Autophagy HCS; calls as there; toxicity, %; measured here: cell loss, nuclei count;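 cell loss after 18 h compound exposure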
An asterisk follows results filed as active; i = inactive; . = no result given. Rows are unselected; any-hit rate near 4.2%.

| item | Compound | MT stabilizer | MT stabilizer Hoechst-high % | MT stabilizer cytotoxicity % | Ins promoter up | Ins promoter up cell count | Yfh1-off respiration | HIV peptide binding | Autophagy HCS | Autophagy HCS cell loss 18 h | bCat nuc transl | bCat nuc transl cell count 5 µM | Dynein cargo inh | Dynein cargo inh cytoplasmic EGFP | Dynein cargo inh nuclear GR-EGFP | Dynein cargo inh cell count | AID2073 | WT yeast gro inh | WT yeast gro inh mutant strain |
| --- | --- | --- | --- | --- | --- | --- | --- | --- | --- | --- | --- | --- | --- | --- | --- | --- | --- | --- | --- |
| 1 | CCOCCN(C(=O)COC)c1cccc(OC)c1 | 3.4 | 2.7 | 5.2 | -0.39 | 964 | i | 0.1% | i | 6.0 | -2.5 | 959 | -0.0176 | -0.192 | 0.46 | -0.63 | -1.3% | -2.9 | 1.2 |
| 2 | COc1ccc(C2C(C#N)=C(N)Oc3c2sc2nc(C)cc(C)c32)cc1 (stereo not drawn) | 6.1 | 2.3 | 14.6 | . | . | i | -3.1% | i | 11.4 | 7.0 | 1137 | -3.91* | 1.56* | -2.05* | 0.588* | -19.1% | 10.7 | 1.2 |
| 3 | CC1=NN(C(N)=S)C(=O)C1N=Nc1c(C)cc(C)cc1C (stereo not drawn) | 4.0 | 3.0 | 16.1 | . | . | i | -0.7% | i | 1.6 | . | . | -0.0402 | -0.267 | -0.0557 | 0.455 | -6.1% | 60.6* | 42.4* |
| 4 | COc1ccc(-n2c(SCC(N)=O)nnc2-c2cccnc2)cc1 | 2.2 | 2.1 | 6.4 | . | . | i | 1.4% | i | 0.8 | 1.7 | 949 | 0.65 | -0.248 | 0.574 | 0.479 | 23.5% | 13.2 | -2.1 |
| 5 | Cn1c(=O)oc2cc(S(=O)(=O)NCCC(=O)N3CCc4ccccc4C3)ccc21 | 2.0 | 1.1 | 5.9 | -0.17 | 926 | i | -1.1% | i | -8.5 | -1.4 | 1218 | -0.856 | -0.149 | -0.127 | 0.317 | 24.7% | 7.3 | 2.0 |
| 6 | Cc1ccc(-c2csc(/C(C#N)=C/Nc3ccccc3SC(F)(F)F)n2)c(C)c1 | 3.0 | 2.5 | 10.7 | -0.12 | 1253 | i | 4.6% | i | -0.8 | -0.2 | 894 | 0.195 | -0.188 | 0.253 | -0.298 | 1.0% | -6.0 | 3.3 |
| 7 | Cc1ccccc1-n1cnc2cc(NCc3cccs3)ccc21 | 27.4* | 10.0* | 51.0* | -0.76 | 1464 | i | -4.5% | i | 15.6 | 15.3 | 1171 | -0.668 | 0.0101 | -0.932 | -0.0541 | -13.6% | -0.9 | 9.6 |
| 8 | COc1ccc(N2CCN(C(=O)CC3NC4CCCCC4NC3=O)CC2)cc1 (stereo not drawn) | 2.7 | 1.9 | 6.2 | 0.18 | 1260 | i | -1.0% | i | 25.2 | . | . | -0.628 | 0.204 | 0.541 | 0.044 | -3.8% | -12.1 | -4.1 |
| 9 | Cc1ccc(NC(=O)/C(=C/c2ccco2)c2ccccc2)c(C)c1 | 1.1 | 1.2 | 9.3 | 0.48 | 872 | i | 0.5% | i | 2.5 | . | . | -0.821 | -0.15 | -0.577 | 0.524 | -3.3% | 7.2 | 31.9 |
| 10 | O=c1[nH][nH]c(C(F)(F)F)c1C=NCc1ccc(Cl)cc1 | 1.0 | 1.2 | 9.2 | . | . | i | 2.2% | i | 6.4 | -7.1 | 1199 | 1.73 | -0.21 | 0.84 | -1.06 | -0.9% | -1.8 | -8.0 |
| 11 | FC(F)(F)c1ccc(/C=N/N2CCN(Cc3ccccc3)CC2)cc1 | 2.3 | 0.9 | 9.8 | -0.04 | 1357 | i | 1.3% | i | 8.3 | -0.3 | 987 | 0.588 | -0.262 | 0.36 | -0.118 | -21.2% | 36.4 | 30.5 |
| 12 | COCCCNC(=O)c1cn(Cc2c(F)cccc2Cl)nn1 | 5.2 | 3.1 | 6.5 | 0.97 | 1084 | i | -1.7% | i | 7.3 | -0.6 | 1184 | 0.303 | -0.243 | 0.668 | -0.709 | -1.1% | -10.6 | -1.5 |
| 13 | O=C(Nc1ccc(Nc2ccncc2)cc1)c1ccc(Nc2ccnc3ccc([N+](=O)[O-])cc23)cc1[N+](=O)[O-] | . | . | . | 0.35 | 1469 | i | -10.3% | . | . | 2.8 | 1039 | -0.528 | -0.28 | -0.503 | 1.37 | 15.5% | . | . |
| 14 | CC1=C(C(=O)OC(C)C)C(c2cccc([N+](=O)[O-])c2)n2c(cc(=O)[nH]c2=S)N1 (stereo not drawn) | 2.8 | 2.0 | 3.5 | 0.34 | 1329 | i | 14.8% | i | 12.3 | 0.4 | 456 | 0.686 | -0.255 | 0.535 | -0.739 | -6.9% | 12.8 | 0.0 |
| 15 | Cc1cc(NC(=O)C(C)C)ncc1NC(=O)c1cccc(F)c1 | 3.3 | 2.9 | 3.4 | 1.61 | 1275 | i | 1.8% | i | -2.6 | -4.2 | 779 | -0.862 | -0.211 | -1.01 | 0.474 | 3.3% | -20.0 | 1.7 |
| 16 | Cc1ccc(Nc2c(-c3ccccn3)nc3cccc(C)n23)cc1 | 2.7 | 2.2 | 2.0 | -0.43 | 1174 | i | 0.6% | i | 24.0 | . | . | -0.558 | -0.278 | -0.211 | 0.16 | 45.6% | 73.2 | 76.3 |
| 17 | CCN(CC)c1nc2ccccc2nc1C(C#N)C(=O)NCCCOC (stereo not drawn) | 2.1 | 1.4 | 5.2 | 0.24 | 1253 | i | 7.6% | i | 11.3 | -1.3 | 1108 | 2.45 | -0.168 | 1.36 | -1.35 | 50.6% | -11.2 | -22.7 |
| 18 | NC(=O)c1cc([N+](=O)[O-])cc2c1C=Cc1ccccc1O2 | 2.9 | 1.5 | 2.9 | -0.92 | 1310 | i | -0.6% | i | 19.3 | -2.4 | 1121 | -0.673 | 1.3 | -0.105 | 0.197 | 34.3% | -7.5 | 3.4 |
| 19 | N=c1oc2ccc3ccccc3c2cc1C(N)=S | 4.7 | 8.3 | 13.7 | 1.59 | 1262 | i | 17.4% | i | -3.4 | 0.0 | 880 | -0.562 | 0.105 | 0.214 | 0.435 | 17.7% | -7.1 | -7.6 |
| 20 | O=C(c1cc([N+](=O)[O-])ccc1N1CCCC1)N1CCCC1 | 3.2 | 1.5 | 2.9 | 3.06* | 1233* | i | -1.3% | i | 16.3 | -0.5 | 1546 | 2.49 | -0.253 | 1.41 | -1.24 | -5.1% | -2.9 | -8.7 |
| 21 | Cc1cc(OCC(=O)Nc2ccc(F)c(F)c2)nc(C(C)C)n1 | 2.6 | 1.8 | 3.6 | 0.73 | 741 | i | -3.3% | i | 23.3 | -0.9 | 1054 | -0.903 | -0.177 | -0.159 | 0.25 | 7.0% | 7.2 | 13.6 |
| 22 | Cc1cc(C)cc(NC(=O)Nc2ccc3ccccc3n2)c1 | . | . | . | 0.02 | 951 | i | 0.8% | . | . | -1.0 | 1287 | 0.179 | -0.275 | 0.502 | 0.326 | 36.5% | . | . |
| 23 | C=C(C)c1nc2cc(OC)c(OC)cc2c(=O)o1 | 1.3 | 2.0 | 4.5 | 0.16 | 882 | i | 0.4% | i | -5.5 | 0.9 | 1151 | -0.716 | -0.268 | -0.42 | 0.474 | 4.3% | -3.0 | 9.8 |
| 24 | O=C(O)C1CSC(c2ccncc2)N1 (stereo not drawn) | 14.3 | 22.4 | 97.1 | -0.16 | 1780 | i | -0.6% | i | -0.8 | -0.5 | 984 | -0.0443 | -0.237 | 0.317 | 0.256 | -0.4% | -0.4 | 11.0 |
| 25 | O=C(Oc1ccc(-c2nnco2)cc1)N1CCOCC1 | 1.8 | 0.6 | 19.0 | 0.17 | 1222 | i | 2.7% | i | -2.7 | -0.4 | 1128 | 0.178 | -0.282 | 0.266 | 1.09 | 12.1% | 0.4 | -2.0 |
| 26 | CC(=O)NC(O)C(=O)c1ccccc1 (stereo not drawn) | 3.6 | 2.5 | 5.6 | 0.07 | 1511 | i | 2.1% | i | -2.2 | -4.3 | 1005 | -0.231 | -0.099 | 0.00421 | -0.54 | 9.4% | -0.1 | -6.8 |
| 27 | COc1ccc(CCNC(=O)CCn2c(=O)c3ccccc3n(CC(=O)NCC3CCCO3)c2=O)cc1OC (stereo not drawn) | 3.2 | 2.1 | 2.5 | -0.77 | 1259 | i | 0.3% | i | 32.7 | 2.6 | 1089 | 1.03 | -0.368 | 0.0426 | 0.169 | 11.7% | 5.8 | 8.0 |
| 28 | CN(C)/C(CN1CCN(C=O)CC1)=C1\N=C(c2ccccc2)OC1=O | 0.8 | 1.4 | 2.5 | . | . | i | -2.6% | i | -0.8 | . | . | -0.0929 | -0.208 | -0.336 | -0.14 | 8.7% | 4.5 | 11.5 |
| 29 | CC(=O)Nc1ccc(NS(=O)(=O)C(F)(F)F)cc1 | 3.0 | 1.2 | 3.4 | 1.18 | 1330 | i | 0.8% | i | -5.6 | . | . | -0.798 | -0.268 | 0.0465 | 0.385 | -4.8% | 2.4 | 9.8 |
| 30 | CCOC(=O)CNC(=S)N(Cc1cccs1)C1CCCCC1 | 2.9 | 1.9 | 4.5 | . | . | i | -0.1% | i | -3.8 | 1.9 | 1090 | 1.16 | -0.204 | 1.08 | -1.61 | -9.5% | 14.9 | 21.2 |
| 31 | Cc1ccc(Sc2c(C#N)c(-c3ccccc3)nn2C)cc1 | 3.3 | 2.0 | 2.8 | -0.48 | 1440 | i | 1.5% | i | 27.0 | 3.0 | 1359 | -0.295 | -0.21 | -0.33 | 0.389 | 12.9% | 7.4 | -1.3 |
| 32 | COc1cc(-c2nc3ccccn3c2/N=C/c2ccc(F)cc2)ccc1O | 3.3 | 2.6 | 5.1 | -0.98 | 1281 | i | -2.9% | i | -17.4 | -0.6 | 1167 | 1.35 | -0.257 | 1.05 | -0.948 | 33.0% | 24.1 | 18.8 |
| 33 | O=C(CCc1nc2ccccc2c(=O)[nH]1)Nc1ccc(N2CCCCC2)cc1 | 2.3 | 1.6 | 10.4 | -0.34 | 1524 | i | -2.6% | i | 12.4 | -1.3 | 990 | -1.98 | -0.221 | -1.25 | 1.11 | -23.4% | 3.1 | 11.7 |
